IDE act – human IDE activators in live cells, primary screen, fluorescence polarization, HEK cells, FAbeta-B substrate; Insulin-degrading enzyme (Homo sapiens), P14735; FAbeta-B cleavage; 0% vehicle, 100% cell-free pure enzyme wells; activation, % at 5.96 µM; actives 0.073% (n = 340,000); AID 493087, 2011;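 active = activation above the mean of all tested compounds plus 3 SD, set per screening campaign, cut at about 17% in these data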
Target sequence (P14735 whole entry, looked up): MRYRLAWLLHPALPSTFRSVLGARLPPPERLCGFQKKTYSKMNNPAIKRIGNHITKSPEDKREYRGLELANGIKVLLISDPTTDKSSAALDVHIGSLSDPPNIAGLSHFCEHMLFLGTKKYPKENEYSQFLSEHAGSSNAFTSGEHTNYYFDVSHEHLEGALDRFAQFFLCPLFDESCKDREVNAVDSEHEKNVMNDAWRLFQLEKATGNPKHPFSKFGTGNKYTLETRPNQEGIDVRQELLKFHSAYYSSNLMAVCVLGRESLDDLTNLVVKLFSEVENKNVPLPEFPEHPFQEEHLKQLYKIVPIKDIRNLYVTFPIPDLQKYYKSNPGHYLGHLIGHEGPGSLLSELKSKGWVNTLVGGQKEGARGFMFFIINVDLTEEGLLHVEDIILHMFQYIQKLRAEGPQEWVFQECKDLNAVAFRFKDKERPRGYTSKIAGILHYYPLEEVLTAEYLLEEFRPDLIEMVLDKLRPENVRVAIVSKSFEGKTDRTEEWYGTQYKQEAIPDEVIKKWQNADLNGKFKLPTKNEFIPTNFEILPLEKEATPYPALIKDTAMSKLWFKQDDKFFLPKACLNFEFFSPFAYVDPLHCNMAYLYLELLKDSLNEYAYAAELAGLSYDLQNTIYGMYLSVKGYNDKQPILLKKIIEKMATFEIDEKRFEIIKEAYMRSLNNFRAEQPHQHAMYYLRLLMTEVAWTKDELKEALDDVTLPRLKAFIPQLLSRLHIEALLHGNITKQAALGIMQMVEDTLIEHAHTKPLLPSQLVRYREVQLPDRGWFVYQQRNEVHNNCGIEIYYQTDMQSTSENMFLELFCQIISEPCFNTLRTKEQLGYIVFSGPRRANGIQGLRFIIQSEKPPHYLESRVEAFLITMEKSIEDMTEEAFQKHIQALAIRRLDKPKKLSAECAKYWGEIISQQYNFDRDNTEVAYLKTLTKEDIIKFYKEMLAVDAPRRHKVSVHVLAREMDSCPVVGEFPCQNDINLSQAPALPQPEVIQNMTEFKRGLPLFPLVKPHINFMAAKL
IDE cell inh – human IDE inhibitors in live cells, primary screen, fluorescence polarization, HEK cells, FAbetaB substrate. Insulin-degrading enzyme (Homo sapiens), P14735. inhibition, % at 5.59 µM. FAbetaB cleavage. AID 434962, 2010. actives 0.41% (n = 320,000);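 active = percent inhibition above the average of all tested compounds plus 3 SD, set per screening campaign, cut at about 16% in these data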;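 also: IDE supplied by intact live HEK cells; FP after avidin binding of uncleaved biotin substrate so inhibition keeps polarization high; 0% = DMSO wells and 100% = 60 µM reference IDE inhibitor Ii1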
GalR3 antag – GalR3 antagonists in HEK293 cells, primary screen, cell-based, fluorescence readout; Galanin receptor type 3 (Homo sapiens), O60755; HEK293 GalR3-CNG cAMP membrane potential fluorescence; galR3 body fused to GalR1 C-terminus; inhibition, % at 3 µM; actives 0.44% (n = 360,000); AID 651719, 2012;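 active = inhibition above the screen-wide average plus 3 SD, cut at about 13% in these data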;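 also: forskolin and galanin both at EC90 stimulate the cells; cAMP rise reported by CNG channel membrane potential dye signal; 0% = forskolin plus galanin with DMSO and 100% = forskolin alone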
HCV NS3 hel inh – inhibitors of HCV NS3 helicase, primary screen, biochemical, Cy5 molecular beacon fluorescence. actives 0.56% (n = 290,000). AID 1800, 2009. NS3 helicase DNA unwinding. Hepatitis C virus NS3 helicase. inhibition, % at 10.9 µM;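 active = inhibition above the mean of all tested compounds plus 3 SD, set per campaign, cut at about 35% in these data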;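 also: 0% = DMSO wells and 100% = thioflavine S control wells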
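Control set: DMSO versus 110 µM thioflavine S; Material: NS3 helicase fragment of HCV; Measured by: Cy5 fluorescence at 0 and 60 min, beacon hairpin quenching; Read-out basis: percent inhibition from t60/t0 fluorescence ratio; Times: reaction time 60 min, 25 °C; Repeats: single replicate; Compound dosing: single dose, 10.9 µM nominal final, DMSO 0.8% final.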
IMP-1 inhibitor – IMP-1 metallo-beta-lactamase inhibitors, primary screen, biochemical, epi-absorbance readout, Pseudomonas aeruginosa enzyme; inhibition, % at 5.6 µM; purified IMP-1, nitrocefin hydrolysis, epi-absorbance fluorescence; AID 1556, 2009; actives 0.45% (n = 290,000);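 active = inhibition above the mean plus 3 SD of all compounds in the same screening run, cut at about 4.5% in these data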;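 also: 0% = IMP-1 with DMSO and 100% = DMSO wells lacking enzyme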
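Assay system: purified recombinant IMP-1 beta-lactamase. Input: IMP-1 0.2 nM before substrate addition. Buffer or medium: Zinc- and detergent-supplemented HEPES buffer, pH 7.1. Schedule: 25 °C, 15 min preincubation, 25 min reaction. Signal: Epi-absorbance fluorescence, 480 nm excitation, 530 nm emission. Evaluation: percent inhibition from optical density relative to buffer-blank wells.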
p-CIP stab down – p/CIP-EGFP fusion destabilizers, primary screen, fluorescence, F442A cells; Q05BA5; decrease of EGFP signal, % at 10 µM; actives 0.01% (n = 290,000); 16 h;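 active = EGFP signal decrease of at least 30% at 10 µM or well 3 SD below plate mean, unless failing retest; inactive = the rest, including hits failing retest or dose response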; also: some compounds called inactive have numbers as strong as hits; many of its hits are not listed in these tables
UBC9 SUMO inh – inhibitors of in vitro SUMOylation cascade, primary screen, biochemical, HTRF, uHTS | AID 2006, 2009 | SUMO-conjugating enzyme UBC9 (Homo sapiens), P63279 | inhibition, % at 35 µM | actives 0.36% (n = 290,000) | HTRF SUMOylation assay, SAE1/SAE2 + UBC9; in the data active = inhibition above about 50%, passing the limit was not always enough; inconclusive = no clear call, values can overlap the other calls; also: strong numbers were not always called active
CRFR2-BP antag – antagonists of CRF-BP/CRF-R2 complex, primary screen, cell-based, HEK293, calcium dye fluorescence, uHTS; actives 0.59% (n = 350,000); CRF-induced calcium fluorescence; inhibition, % at 11.8 µM;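 active = inhibition of the ligand-induced calcium signal above about 50% at the single tested concentration, limit read from the data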
VIM-2 inh – VIM-2 metallo-beta-lactamase inhibitors, primary screen, biochemical, epi-absorbance readout, Pseudomonas aeruginosa enzyme; inhibition, % at 5.6 µM; AID 1527, 2009; actives 0.89% (n = 290,000); purified VIM-2, nitrocefin hydrolysis, epi-absorbance fluorescence;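 active = inhibition above the mean of all tested compounds plus 3 SD, cutoff set per screening run, cut at about 7.5% in these data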;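 also: red hydrolysis product quenches plate fluorescence so inhibitors raise well fluorescence; 0% = enzyme with DMSO and 100% = DMSO without enzyme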
Numbers without * were called inactive; ? = inconclusive; . = not tested or not shown.

cpd	molecule	HCV NS3 hel inh	UBC9 SUMO inh	GalR3 antag	IMP-1 inhibitor	IDE act	IDE cell inh	p-CIP stab down	VIM-2 inh	CRFR2-BP antag
1	O=C(Nc1nc(-c2ccc(Cl)cc2Cl)cs1)c1ccc(OCC2CCCO2)cc1 (stereo not given)	-10	-34	92*	-2.5	5	5	1	-2.7	-13
2	CC(C)CN(C(=O)CSc1nnc2ccccn12)C1CCS(=O)(=O)C1 (stereo not given)	.	.	-4	.	6	-2	.	.	6
3	O=C(N/N=C/c1ccc(Cl)cc1)c1ccc2c(c1)OCO2	4	-10	-9	17*	3	2	-4	0.1	-12
4	COC(=O)Cc1ccc(NC(=S)Nc2ccccn2)cc1	-3	14	-5	-2.3	3	-1	3	-0.1	22
5	Cc1ccc(C(C)C)c(OCC(=O)NNC(=O)Cn2[nH]c(=O)c3ccccc3c2=O)c1	.	.	-2	.	2	-3	.	.	-1
6	Cc1ccc(C)c(OC(C)C(=O)Nc2nccs2)c1 (stereo not given)	4	-8	-6	-1.8	-5	2	-7	0.3	10
7	COc1cccc(/C=N/Nc2nccnc2Cl)c1O	1	-34	-5	0.6	5	.	-18	0.6	-75
8	O=c1oc(CCCO)cc2ccc(C#Cc3cccnc3)cc12	.	.	8	.	0	8	.	.	1
9	O=C(CCS(=O)(=O)c1ccccc1)Nc1ccccc1-c1nc2ccccc2s1	2	?	0	-1.7	2	3	-2	-1.1	3
10	CC(=O)Nc1ccc(C(=O)NCC2CCCCC2)cc1	17	1	-10	-1.9	2	3	7	0.0	13
11	Cc1noc(C)c1COC(=O)c1ccccc1Oc1ccccc1	-13	16	-5	-1.4	1	1	-4	-1.6	26
12	CC1CCCCN1C(=O)N[C@@H](Cc1ccccc1)C(=O)O (stereo not given in full)	4	15	-6	-4.0	-5	5	-18	-1.1	-6

Exported field by field: entries from further up
(9) O=C(CCS(=O)(=O)c1ccccc1)Nc1ccccc1-c1nc2ccccc2s1
  HCV NS3 hel inh = 2 | UBC9 SUMO inh = ? | GalR3 antag = 0 | IMP-1 inhibitor = -1.7 | IDE act = 2 | IDE cell inh = 3 | p-CIP stab down = -2 | VIM-2 inh = -1.1 | CRFR2-BP antag = 3
(10) CC(=O)Nc1ccc(C(=O)NCC2CCCCC2)cc1
  HCV NS3 hel inh = 17 | UBC9 SUMO inh = 1 | GalR3 antag = -10 | IMP-1 inhibitor = -1.9 | IDE act = 2 | IDE cell inh = 3 | p-CIP stab down = 7 | VIM-2 inh = 0.0 | CRFR2-BP antag = 13

Back to the main list with the 2 entries that preceded the break.
cpd	molecule	HCV NS3 hel inh	UBC9 SUMO inh	GalR3 antag	IMP-1 inhibitor	IDE act	IDE cell inh	p-CIP stab down	VIM-2 inh	CRFR2-BP antag
11	Cc1noc(C)c1COC(=O)c1ccccc1Oc1ccccc1	-13	16	-5	-1.4	1	1	-4	-1.6	26
12	CC1CCCCN1C(=O)N[C@@H](Cc1ccccc1)C(=O)O (stereo not given in full)	4	15	-6	-4.0	-5	5	-18	-1.1	-6
13	COc1ccc(Nc2ncccc2C(=O)Nc2ccccc2)cc1	-13	-6	-6	-2.0	3	3	-15	-3.0	-13
14	S=C(Nc1cccc(Cl)c1Cl)N1CCC2(CC1)OCCO2	14	20	-7	-3.2	-2	4	-10	-3.0	6
15	O=C(NCC1c2ccccc2CCN1C(=O)CN1C(=O)c2ccccc2C1=O)C1CCCCC1 (stereo not given)	-2	14	-1	-3.2	-3	4	4	-6.0	-7
16	CCOCCn1c(=O)c2c(nc3n2CCN3c2ccc(CC)cc2)n(C)c1=O	.	.	-4	.	3	-3	.	.	-3
17	Cc1nn(C)c(C)c1/C=C/C(=O)c1ccc(Cl)cc1Cl	-5	15	-3	-2.1	7	0	-18	-0.5	-11
18	O=C(N/N=C/c1ccccn1)c1cc(C2CC2)nc2ccccc12	-11	1	.	-7.9	7	7	0	-2.6	-6
19	Cc1ccc2nc(NC(=O)CSc3nnc(C)c(=O)n3N)sc2c1	-4	3	-6	-3.8	-11	-5	-6	-0.7	-9
20	COc1ccc(NC(=O)C2=CC(c3ccc(C)cc3)=NS(=O)(=O)N2C)cc1	-13	15	.	-2.5	9	2	3	-3.0	8
21	O=C(NCCN1CCN(c2ccccc2)CC1)Nc1cccc(Br)c1	-63	-4	-10	-2.1	4	3	0	-1.1	-5
22	COc1ccc(CNC(=O)C2CCCN(S(=O)(=O)N3CCC(C)CC3)C2)c(OC)c1 (stereo not given)	7	14	-7	-3.7	-1	0	-4	-1.7	15
23	CC1Cc2ccccc2N1C(=O)c1ccc(N2CCCC2)c([N+](=O)[O-])c1 (stereo not given)	-2	14	-4	-3.6	5	-2	-3	1.3	-23
24	CCN1CCN(c2ccc(N3CCN(S(=O)(=O)c4ccc(C)c([N+](=O)[O-])c4)CC3)nn2)CC1	.	.	-5	.	-3	-1	.	.	2
25	CCCCc1cc(=O)oc2cc(C)c(CN3CCCC3)c(O)c12	33	25	2	14*	6	8	-4	8.3*	-29
26	O=C(CN1C(=O)NC2(CCCCC2)C1=O)Nc1ccccc1N1CCCCC1	.	.	-6	.	0	-6	.	.	-8
27	CCCn1c(CN(Cc2ccccc2)Cc2ccccc2)nc2c1c(=O)n(C)c(=O)n2C	2	-22	.	-2.6	3	3	3	-1.0	7
28	O=C(COC(=O)c1cccc(C(F)(F)F)c1)NCc1ccccc1	-10	12	-5	-0.7	-4	-1	1	-4.9	-1
29	CC(C)CNS(=O)(=O)c1cc2c3c(c1)CC(=O)N3CCC2	5	8	-11	-2.8	3	-3	-10	1.1	-6
30	O=C1CC(c2cccc(F)c2)SC(N(c2ccccc2)c2ccccc2)=N1 (stereo not given)	-1	-6	.	-0.2	0	-4	-13	-2.3	85*
31	COc1ccc(Br)cc1/C=C1\Oc2ccccc2NC1=O	-7	32	-9	0.3	1	-6	-6	-2.6	-5
32	CCOC(=O)c1c(-c2ccc(F)cc2)csc1NC(=O)CCN1CCOCC1	-11	2	-6	-2.4	-1	3	12	0.6	-10
33	Nc1nnc(C2CCCC2)s1	2	9	0	-2.7	2	2	-5	-1.3	6
34	COc1cccc(C2(O)CCN(C(=O)Cc3cccnc3)CC2)c1	-7	7	-1	-1.4	3	2	-15	-3.1	-5
35	COc1ccc(C(CNS(=O)(=O)c2ccc(F)cc2)N2CCN(C)CC2)cc1 (stereo not given)	.	.	-4	.	-3	10	.	.	0
36	Cc1ccc(NCC(=O)Nc2ccc(Br)cc2)cc1C	0	8	-5	-4.2	3	6	-3	-2.6	0
37	O=C(CSc1ccsc1[N+](=O)[O-])N1CCCCCC1	8	17	-5	-2.9	5	-7	2	-1.4	-7
38	CC1CC(=O)Nc2ccccc2N1C(=O)CSc1ncnc2sccc12 (stereo not given)	.	.	-4	.	0	-1	.	.	-1
39	CC(=O)c1cccc(N2C(=O)C3C4CCC(C4=C(C)C)C3C2=O)c1 (stereo not given)	-10	3	-2	-2.8	7	-2	-3	-0.6	19
40	CCOC(=O)c1cnc(SCC(=O)Nc2ccc(NC(=O)CC)c(OC)c2)nc1N	-5	-4	3	-1.6	5	-3	0	-0.6	12
41	Cc1cc(=O)oc(C)c1C(=O)Nc1cccc2nonc12	-5	18	-1	-1.2	3	2	8	-0.1	41
42	Cc1cccc(NCc2ccc(Br)cc2)n1	-11	-4	-5	-1.6	-1	-1	-8	-2.0	19
43	CSc1ncc(F)c(N(CCO)CCO)n1	-1	-6	-3	-2.5	-1	5	-3	-6.2	-29
44	CN(CC(=O)Nc1cccc(C(F)(F)F)c1)Cc1ccccc1	-5	-5	-11	-2.0	7	4	-8	-1.3	-44
45	CCn1c(NCc2ccco2)nc2ccccc21	21	0	1	-4.2	-2	6	13	-1.4	-2
46	Cc1cccc(OCCCCc2c(C)n[nH]c2C)c1C	-12	25	-8	-3.5	-1	4	3	-3.3	-3
47	CC(C)NC(=O)c1ccc(C(C)C)cc1	6	0	-9	-0.7	2	-3	2	-0.3	-3
48	COc1ccc(NC(=O)CSc2ccc(-c3cccnc3)nn2)cc1	-12	3	-1	0.7	4	3	-67	-0.5	-9

Two records drawn at random from the list so far:
cpd	molecule	HCV NS3 hel inh	UBC9 SUMO inh	GalR3 antag	IMP-1 inhibitor	IDE act	IDE cell inh	p-CIP stab down	VIM-2 inh	CRFR2-BP antag
11	Cc1noc(C)c1COC(=O)c1ccccc1Oc1ccccc1	-13	16	-5	-1.4	1	1	-4	-1.6	26
17	Cc1nn(C)c(C)c1/C=C/C(=O)c1ccc(Cl)cc1Cl	-5	15	-3	-2.1	7	0	-18	-0.5	-11

The results go on:
cpd	molecule	HCV NS3 hel inh	UBC9 SUMO inh	GalR3 antag	IMP-1 inhibitor	IDE act	IDE cell inh	p-CIP stab down	VIM-2 inh	CRFR2-BP antag
49	CC(Nc1ccccc1)c1ccncc1 (stereo not given)	-4	25	-5	-2.5	-1	-3	7	-4.0	-8
50	O=C(CN1CCN(C(=O)c2ccco2)CC1)Nc1ccc2c(c1)OCCO2	8	5	-4	-4.2	3	1	1	-2.2	-4
51	O=C(CCOc1ccccc1)Nc1ccccc1	-2	26	0	-1.5	6	-3	6	-2.6	25
52	COc1ccc(-c2c(C#Cc3ccsc3)c3cc(-c4ccc(OC)nc4)ccc3n2C)cc1	.	.	-2	.	4	-1	.	.	-9
53	Cn1c(=O)c2[nH]c(N3CCN(c4ccccc4)CC3)nc2n(C)c1=O	0	3	-8	-1.6	3	-5	-9	-1.1	3
54	CCN(Cc1ccccc1)S(=O)(=O)c1cc(C(=O)NCCCN(C)C)ccc1OC	-5	4	-1	-3.7	-2	1	-14	-1.3	-8
55	CC1(C)CCCC2=C1CC1C(=O)N(N)C(=O)C1C2 (stereo not given)	7	14	-3	-1.8	5	2	-16	-0.6	12
56	Cc1cccc(N(C)C(=O)CN2C(=O)COc3ccc(S(=O)(=O)N4CCCCCC4)cc32)c1	-5	-14	-8	-1.5	-2	7	0	-1.2	-19
57	COC(=O)c1ccccc1NC(=O)NC1CCC(C)CC1 (stereo not given)	4	12	-4	0.5	1	-6	-2	2.2	-13
